Source: PubChem
GLP-1R inv ag – inverse agonists of human GLP-1 receptor | AID 624417 | 410,000 compounds, 1.6% hits | P43220 | HEK293 GLP-1R CRE-luciferase, luminescence, 24 h; GLP-1R form is constitutively active | Potency, µM (series often up to 38.3 µM), without a hit: at the highest dose activity change, negative = inhibition, hits mostly inhibitors; also: % is scaled to controls: 0 for no effect and ±100 for the full control effect; nearly all actives have a fitted effect of over 55% in size
Target sequence (P43220 whole entry, looked up): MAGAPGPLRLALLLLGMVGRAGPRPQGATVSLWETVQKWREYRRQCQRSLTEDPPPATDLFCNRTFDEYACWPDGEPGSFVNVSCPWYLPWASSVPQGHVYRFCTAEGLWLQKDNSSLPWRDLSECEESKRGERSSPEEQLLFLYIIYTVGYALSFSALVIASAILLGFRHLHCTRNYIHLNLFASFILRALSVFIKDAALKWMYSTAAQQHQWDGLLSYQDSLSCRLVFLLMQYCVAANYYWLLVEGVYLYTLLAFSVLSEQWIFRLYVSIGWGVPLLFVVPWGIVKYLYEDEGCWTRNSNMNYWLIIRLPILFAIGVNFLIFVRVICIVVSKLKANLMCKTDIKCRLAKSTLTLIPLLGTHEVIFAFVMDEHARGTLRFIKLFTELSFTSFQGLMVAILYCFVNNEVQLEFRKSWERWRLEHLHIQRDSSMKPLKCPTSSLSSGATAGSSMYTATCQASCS
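Inverse agonism was detected as reduced cAMP-driven luciferase luminescence after 24 h compound treatment. The cells were HEK293 clones expressing constitutively active human GLP-1R with the reporter. Reporter-only and GPR119 cell lines served as counterscreen controls.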
SW480 rereplic – DNA re-replication induction in SW480 cells; SW480 DNA re-replication, Hoechst DNA content imaging, 48 h; Potency, µM (top dose mostly 46.1 µM), inactives show at the highest dose re-replication activation, actives largely listed as activators; 340,000 compounds, 1.8% hits; AID 624297; also: % of control where 0% means no effect; nearly all actives have a fitted effect of over 55% in size
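250 cells/well; 23 nL cpd via pin tool; 48 hr, 37 C, 5% CO2; Hoechst 40 min; imager read of total nuclear intensity, ex 405/em 500-530 nm.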
HT1080 IDH1KD tx – kills HT-1080 cells with IDH1 knockdown | 360,000 compounds, 2% hits | Potency, µM (series often up to 46.1 µM), for the others: at the highest dose activity, negative = toxicity, usual class: cytotoxic | HT-1080 IDH1 knockdown viability, ATP luminescence, 48 h;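 also: 0% = DMSO wells and -100% = cell-free medium wells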
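CellTiter-Glo luminescence after 48 h compound exposure at 37 degrees C of IDH1-knockdown HT-1080 cells in 5% FBS RPMI. %Activity scaled between DMSO wells and cell-free media wells, with curves fitted and assigned curve classes.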
KB-3-1 tox – kills parental KB-3-1 adenocarcinoma cells; KB-3-1 viability, CellTiter-Glo ATP luminescence, 72 h; Potency, µM (titrated, usually from 46.1 µM), for inactives: top-dose activity change, negative = cytotoxic, actives largely listed as cytotoxic; 400,000 compounds, 1.4% hits; also: % is scaled to controls: 0 for no effect and ±100 for the full control effect; nearly all actives have a fitted effect of over 60% in size
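Parental KB-3-1 adenocarcinoma cells in phenol-red-free DMEM with 10% FBS were pin-treated with compounds at several concentrations, incubated 72 h at 37 °C, and viability read by CellTiter-Glo luminescence; concentration-effect curves were fitted after normalization.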
KB-V1 cytotox – KB-V1 MDR subline cytotoxicity | 400,000 compounds, 3.4% hits | AID 1347076 | KB-V1 MDR cells viability, CellTiter-Glo, 72 h | Potency, µM (titrated, usually from 46.1 µM), inactives show at the highest dose activity change, negative = cytotoxicity, most hits filed as cytotoxic; also: % is scaled to controls: 0 for no effect and ±100 for the full control effect; nearly all actives have a fitted effect of over 60% in size
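Potencies derive from concentration-effect curves fitted to normalized luminescence (CellTiter-Glo) of KB-V1 cells treated for 72 h at 37 degrees C in phenol-red-free DMEM containing 10% FBS.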
TDP43 rescue – inhibitors of TDP-43 toxicity in yeast; TDP-43 expressing yeast growth rescue, BacTiter-Glo, 24 h; Potency, µM (top dose mostly 46.1 µM), for inactives: at the highest dose growth rescue (activation), actives largely listed as activators; 410,000 compounds, 1.8% hits; also: % of control where 0% means no effect; nearly all actives have a fitted effect of over 50% in size
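Growth rescue of TDP-43-toxic yeast measured as ATP luminescence (BacTiter-Glo). Cells grown to mid-log in raffinose, induced in galactose at OD600=0.02, exposed to compound 24 hr at 30 deg C.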
HEK293 tox – cytotoxic in the GLP-1 receptor inverse agonist counter-screen; 410,000 compounds, 0.13% hits; Potency, µM (highest dose often 38.3 µM), for inactives: at the highest dose activity change, negative = inhibition, actives largely listed as inhibitors; HEK293 cAMP-luciferase reporter cells, luminescence, 24 h;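 also: loss of luciferase light is scored as toxicity; % is scaled to controls: 0 for no effect and ±100 for the full control effect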
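1536-well qHTS counterscreen of the MLSMR; 200 cells/uL, 12 h pre-incubation, 23 nL cpd, 24 h at 37 deg C 5% CO2, luciferase detection reagent, 12 min RT, luminescence. Inhibition = undesired.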
GLP1R ag – GLP-1 receptor (human) agonism. Potency, µM (doses to about 45.6 µM), without a hit: top-dose activation, most hits filed as activators. HEK293 GLP-1R CRE-luciferase, luminescence, 4-6 h; cells express a hypersensitive GLP-1R form. P43220. AID 624172. 380,000 compounds, 0.007% hits; also: % of control where 0% means no effect
HT1080-NT tox – kills 2HG-producing HT-1080-NT fibrosarcoma cells; Potency, µM (top dose mostly 46.1 µM), without a hit: at the highest dose activity, negative = less viability, usual class: cytotoxic; AID 686970; 360,000 compounds, 1.6% hits; HT-1080-NT fibrosarcoma viability, CellTiter-Glo ATP luminescence, 48 h;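 also: NT is the 2HG producing partner of a matched IDH1 knockdown line; 0% = DMSO-treated cells and -100% = media-only wells without cells; nearly all actives have a fitted effect of over 55% in size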
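Compounds were tested in concentration-response format on HT-1080-NT cells for 48 hours at 37 degrees C. Cell viability came from CellTiter-Glo luminescence; curves were classified by r2, response magnitude and activity.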
Active calls of the source: *; ? = inconclusive; . = not tested or not shown; [ ] = dose if it differs, or a comment. Calls follow the shape of the dose curve; as a rule, active = well fitted curve in the direction sought with a large enough effect; inconclusive = small, poorly fitted or top-dose-only effect, or another doubt; inactive = no such curve, though single readings can be large; an effect the other way counts as inactive or inconclusive. Potency is read from the fitted curve at half-maximal effect.

SMILES	GLP-1R inv ag	SW480 rereplic	HT1080 IDH1KD tx	KB-3-1 tox	KB-V1 cytotox	TDP43 rescue	HEK293 tox	GLP1R ag	HT1080-NT tox
CC1CCCCN1C(=O)c1cc(Cl)ccc1[N+](=O)[O-] (centres undefined)	5%	-6%	13%	6%	18%	?	-1%	1%	10%
CC(=O)OC[C@@H]1CN(Cc2cccc(C(F)(F)F)c2)C[C@H](n2cnc3c(N4CCOCC4)ncnc32)O1	12%	.	15%	0%	1%	0%	1%	-3%	-3%
Cn1c(SCC(N)=O)nnc1-c1ccccc1	-3%	-7%	-9%	-10%	9%	-23%	-1%	-6%	5%
O=C(CCCN1C(=O)/C(=C\c2cccs2)SC1=S)Nc1ccccn1	-16%	2%	-8%	-25%	?	1%	0%	1%	1%
COc1cc(OC)c(NC2(c3ccccc3)C(=O)c3ccccc3C2=O)cc1Cl	8%	.	.	0%	?	?	4%	-7%	.
Cc1cc(/C=C(\C#N)C(=O)OCC#N)c(C)n1CC(C)C	20%	2%	-7%	-2%	-12%	?	-1%	14%	-3%
Cc1nc(NC(=O)c2ccc(Cl)cc2)sc1Cc1ccc2c(c1)OCO2	?	5.8µM*	6.5µM*	9.2µM*	4.6µM*	-16%[0.397 µM]	?	16%	10µM*
CCCOc1ccc(C(=O)c2ccccc2C(=O)O)cc1OCCC	-15%	-3%	1%	9%	?	-36%[inhibitor]	8%	-1%	1%
COc1ccc2c(c1)S/C(=C\C(=O)c1ccncc1)N2C	20%	-12%	-1%	-1%	12%	-9%	-20%	-2%	-1%
Cc1ccc(NC(=O)c2ccc(CSc3ncnc4nc[nH]c34)cc2)c(C)c1	?	8%	-26%	-20%	-18%	9%	-18%	-1%	-13%
Fc1ccccc1N1CCN(Cc2cc(-c3ccccc3)on2)CC1	?	5%	11%	?	0%	14%	3%	-7%	0%
Cc1ccc(-c2nc3ccc(C)cn3c2Cc2cccc(F)c2)cc1	?	.	?	?	?	5%	-14%	-1%	?
Cc1ccc(S(=O)(=O)NC(=O)c2cc(C)n(-c3ccccc3)c2C)cc1	-20%	-3%	3%	-2%	-13%	?	0%	-5%	11%
Cn1nc(OCC(=O)O)cc1C(F)(F)F	3%	-9%	23%	-2%	15%	-22%	17%	-3%	20%
NC(=O)C1CCN(C(=O)C2CCC(=O)N(Cc3ccc(Cl)cc3)C2)CC1 (centres undefined)	16%	3%	7%	29%	8%	-5%	-1%	-3%	4%
CCOC(=O)C1=C(C)OC(N)=C(C#N)C1c1c(C)nn(-c2ccccc2)c1Cl (centres undefined)	4%	21%	-3%	-14%	-7%	?	-1%	1%	-1%
CCc1ccccc1Nc1ncnc2ccccc12	7%	?	-1%	-23%	0%	-21%	7%	5%	-11%
CCOC(=O)Cc1csc(NC(=O)CSc2nnc(C(C)C)n2C)n1	-5%	0%	9%	1%	3%	6%	-11%	-3%	10%
CC(C)(C)C(=O)Nc1ccc(N=Nc2ccccc2)cc1	-70%	19%	-2%	11%	?	-12%	?	-7%	0%
COc1ccccc1CNC(=O)CN1C(=O)NC2(CCC(C)CC2)C1=O (centres undefined)	?	2%	10%	14%	2%	-11%	?	9%	16%
Cc1nn(-c2ccc(Cl)cc2)c(=O)c2ccccc12	-23%	-12%	-7%	-1%	-19%	11%	4%	15%	3%
Cc1sc(NC(=O)c2ccccc2F)c(CN2CCCCC2C)c1C (centres undefined)	23%	1%	11%	-7%	?	-10%	1%	-15%	8%
CCC(=O)/C=C1/Sc2ccc(OC)cc2N1CC	11%	-2%	1%[9.24 µM]	-8%	6%	-8%	-1%	4%	-5%
Cc1ccc(NC(=O)c2cccc(S(=O)(=O)Nc3c(C)n(C)n(-c4ccccc4)c3=O)c2)cc1C	-25%	-18%	6%	0%	26%	10%	2%	-6%	3%
CC(C)OCCCNC(=O)c1cccc2c1C(=O)c1ccc(Cl)cc1S2(=O)=O	0%	-1%	9%	24%	22%	2%	1%	2%	24%
CCOC(=O)c1cc2sccc2n1Cc1ccc(C#N)cc1	0%	7%	?	-5%	-29%	?	-7%	10%	?
COc1cc(CNc2ncnc3c2[nH]c2ccc(C)cc23)cc(OC)c1	?	-3%	-7%	-15%	?	8%	-16%	11%	-25%
Cn1c(CN2CCN(C(=O)c3ccccc3)CC2)nc2cc([N+](=O)[O-])ccc21	6%	2%	-1%	-8%	-20%	10%	5%	0%	0%
O=C(CSc1nc2cc(Cl)ccc2s1)NC1CCCc2ccccc21 (centres undefined)	?	-4%	3%	-2%	16µM*	?	7%	14%	0%
Cc1cc(=O)n(C(C)(C)C)c(=O)n1Cc1ccccc1	-2%	-13%	-4%	1%	-27%	5%	2%	0%	-3%
COc1ccc(Cl)cc1C(=O)NNC(=O)c1ccc(F)c(S(=O)(=O)N2CCOCC2)c1	8%	-1%	-2%	.	.	16%	-1%	-17%	0%
O=S(=O)(Cc1ccccc1)NC1c2ccccc2Oc2ccccc21	-3%	?	-2%	-3%	?	16%	12%	-2%	2%
CCOc1ccc2c(c1)c1nnc(SCC3CCCO3)nc1n2C (centres undefined)	?	-1%	-7%	-7%	-27%	?	-13%	5%	-4%
Cc1ccn2c(Nc3ccc(C(C)C)cc3)c(-c3ccsc3)nc2c1	10%	.	.	3%	0%	16%	-13%	.	.
CCC(C)/C(C)=N/NC(=O)CNS(=O)(=O)c1ccc([N+](=O)[O-])cc1 (centres undefined)	0%	-3%	12%	4%	0%	-13%	-10%	8%	13%
O=C(Nc1ccc(F)cc1)c1cccc2c1C(=O)N(CC1CCCO1)C2 (centres undefined)	12%	-6%	21%	35%	28%	4%	2%	-7%	9%
Cc1c(N(CC(=O)O)S(=O)(=O)c2ccccc2)c(=O)n(-c2ccccc2)n1C	1%	-1%	18%	11%	-3%	-7%	10%	0%	20%
Cc1cccc(C)c1-n1c(C)cc(/C=N/NC(=O)c2ccncc2)c1C	-16%	2%	-9%	12%	-6%	-7%	-13%	-3%	6%
CCCNC(=O)C(CC)n1nc(CC)n2c(cc3oc(C)cc32)c1=O (centres undefined)	16%	.	.	-3%	-12%	4%	2%	.	.
COc1ccc(Sc2nnc(-c3ccccc3)cc2C#N)cc1	0%	0%	1%	-5%	-21%	-2%	79%[activator]	-1%	-4%
O=[N+]([O-])c1cc(S(=O)(=O)NCCCN2CCOCC2)ccc1Cl	-9%	?	-4%	0%	-9%	-6%	-3%[1.53 µM]	-3%	0%
CCN(CC)CCOC(=O)c1ccc(Cl)cc1Cl	20%	3%	3%	-1%	?	-8%	-6%	3%	-2%
CS(=O)(=O)c1ccc(C(=O)N2CCc3ccccc3C2)cc1	-11%	-9%	11%	15%	-12%	?	-1%	1%	10%
COC(=O)[C@H](Cc1ccccc1)NC(=O)NCc1cccs1	0%	-1%	?	5%	0%	-9%	-8%	-12%	-4%[9.24 µM]
O=C(Cn1nc(-c2ccccc2)ccc1=O)Nc1ccc(NC(=O)c2ccccn2)cc1	10%	-4%	8%	-15%	2%	-14%	1%	-12%	4%
COc1ccc(-c2ccc3c(N)c(C(=O)Nc4cc(F)ccc4C)sc3n2)cc1	5%	.	.	15%	?	-9%	264%[activator]	3%	.
Cc1cc(-c2cccnc2)c(C#N)c(SCC#N)n1	287%[activator]	-7%	3%	-6%	1%	13%	7%	20%	18%
COc1ccc(NC(=O)c2ccco2)cc1NC(=O)COc1cc(C)cc(C)c1	-22%	.	.	-6%	2%	21%	-10%	.	.
Nn1c(SCc2cn3ccsc3n2)nnc1-c1ccncc1	15%	-2%	17%	-4%	11%	6%	6%	-6%	13%
Cc1nn(-c2cccc(Cl)c2)c2nc(-c3ccncc3)cc(C(=O)N3CCOCC3)c12	6%[7.66 µM]	?	-15%	19%	-17%	?	16%[7.66 µM]	1%	-30%

The results go on:
SMILES	GLP-1R inv ag	SW480 rereplic	HT1080 IDH1KD tx	KB-3-1 tox	KB-V1 cytotox	TDP43 rescue	HEK293 tox	GLP1R ag	HT1080-NT tox
COc1cccc(-c2cnc(C(O)c3c(C)cccc3C)[nH]2)c1 (centres undefined)	7%	.	6%	17%	-22%	9%	2%	5%	5%
CCN(CC)c1cc(C)c2cc(NC(=O)c3ccc(OC)c(OC)c3)ccc2n1	?	.	.	16µM*	-9%	14%	-20%	-6%	.
CCOC(=O)/C(=N/Nc1ccc(Cl)cc1)Sc1nnnn1-c1ccc(C)cc1	-22%	-5%	-1%	-2%	-6%	26%	24%	5%	2%
CCOC(=O)CC(=O)Nc1nnc(CC(C)C)s1	18%	-5%	13%	-3%	0%	-4%	14%	2%	9%
CCc1nc2sc3ccccc3c(=O)c2c(=O)n1CCOC	0%	0%	-1%	-4%	-19%	-24%	6%	5%	-13%
O=C(Nc1nnc(-c2ccc3c(c2)CCCC3)o1)C1COc2ccccc2O1 (centres undefined)	?	1%	-6%	1%	0%	18µM*	-24%	-3%	-4%
COc1ccc(/C=C/C(=O)OCC(=O)N2c3ccccc3CC2C)cc1 (centres undefined)	4%	.	5%	5%	1%	12%	0%	-2%	10%

Laid out differently: 3 of the compounds above.
> CCOc1ccc2c(c1)c1nnc(SCC3CCCO3)nc1n2C (centres undefined)
- GLP-1R inv ag = ?
- SW480 rereplic = -1%
- HT1080 IDH1KD tx = -7%
- KB-3-1 tox = -7%
- KB-V1 cytotox = -27%
- TDP43 rescue = ?
- HEK293 tox = -13%
- GLP1R ag = 5%
- HT1080-NT tox = -4%

> Cc1ccn2c(Nc3ccc(C(C)C)cc3)c(-c3ccsc3)nc2c1
- GLP-1R inv ag = 10%
- SW480 rereplic = .
- HT1080 IDH1KD tx = .
- KB-3-1 tox = 3%
- KB-V1 cytotox = 0%
- TDP43 rescue = 16%
- HEK293 tox = -13%
- GLP1R ag = .
- HT1080-NT tox = .

> CCC(C)/C(C)=N/NC(=O)CNS(=O)(=O)c1ccc([N+](=O)[O-])cc1 (centres undefined)
- GLP-1R inv ag = 0%
- SW480 rereplic = -3%
- HT1080 IDH1KD tx = 12%
- KB-3-1 tox = 4%
- KB-V1 cytotox = 0%
- TDP43 rescue = -13%
- HEK293 tox = -10%
- GLP1R ag = 8%
- HT1080-NT tox = 13%
